Assay outcomes as filed in PubChem BioAssay.
HRas wt GTP bind = human HRas wildtype GTP binding, change in either direction | P01112 | GST-Ras wt beads, Bodipy-FL-GTP binding, flow cytometry; actives lie on both sides | GTP binding activity, % at 10 µM | 190,000 compounds, 0.14% hits | AID 759;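 active = GTP binding activity at least 20% away from the 100% baseline, either lowered as inhibitor or raised as activator; inconclusive = flagged as likely green fluorescent, judged across all proteins in the well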;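 note: 0% = unlabeled GTP competition control and 100% = no-compound control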
Target sequence (P01112 whole entry, looked up): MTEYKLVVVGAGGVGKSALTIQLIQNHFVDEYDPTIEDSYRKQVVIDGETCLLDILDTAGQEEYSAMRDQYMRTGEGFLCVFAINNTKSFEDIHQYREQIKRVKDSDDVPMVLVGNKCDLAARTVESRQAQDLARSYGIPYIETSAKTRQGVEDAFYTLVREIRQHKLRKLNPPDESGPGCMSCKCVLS
Rab2A wt mod = changes GTP binding to wildtype dog Rab2A, up or down; P61105; GST-Rab2 wt beads, Bodipy-GTP binding, flow cytometry; GTP binding activity, % at 10 µM; 190,000 compounds, 0.19% hits; AID 760;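 active = GTP binding activity at least 20 points away from 100%, either lowered or raised; inconclusive = signal likely due to the compound's own green fluorescence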;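 note: 0% = beads with excess unlabeled GTP and 100% = no-compound control corrected for plate trend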
Bim-Bcl-B = inhibitors of Bim-Bcl-B interaction, human | Q9HD36 | bead-based flow cytometry, Bim peptide-Bcl-B binding | inhibition, % at 10 µM | 190,000 compounds, 0.073% hits | AID 951;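 note: 0% = tracer peptide without compound and 100% = reference inhibitor peptide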
Target sequence (Q9HD36 whole entry, looked up): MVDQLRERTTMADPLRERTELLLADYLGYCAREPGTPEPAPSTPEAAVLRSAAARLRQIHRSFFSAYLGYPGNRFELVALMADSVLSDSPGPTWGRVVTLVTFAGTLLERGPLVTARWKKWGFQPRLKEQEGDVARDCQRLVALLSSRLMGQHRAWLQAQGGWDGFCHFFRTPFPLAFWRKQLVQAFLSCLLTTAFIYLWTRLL
Bcl-2 Bim block = inhibitors of Bim-Bcl-2 interaction, human; Bead-based flow cytometry, Bim peptide-Bcl-2 binding; inhibition, % at 10 µM; 190,000 compounds, 0.06% hits; in the data active = inhibition above about 40%; inconclusive = no clear call, values can overlap the other calls;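 note: 0% = no compound wells with probe peptide and 100% = reference peptide inhibitor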
Rac1 wt modul = alters GTP binding to wildtype human Rac1 | 190,000 compounds, 0.27% hits | GST-Rac1 beads, fluorescent GTP binding, flow cytometry; actives lie on both sides; 0 = cold GTP competed, 100 = untreated | GTP binding activity (% of control), % at 10 µM | AID 757 | P63000;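 active = GTP binding activity at least 20 points away from the 100% control level, either lower or higher; inconclusive = compound flagged as likely green fluorescent, judged across all proteins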
Cdc42 wt = human Cdc42 wildtype GTP binding change, either direction; percent activity (GTP binding), % at 10 µM; GST-Cdc42 beads, Bodipy-GTP binding, flow cytometry; actives lie on both sides; 190,000 compounds, 0.2% hits; P60953;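 active = percent activity GTP binding at least 20 points away from the 100% baseline, either down as inhibitor or up as activator; inconclusive = compound flagged as likely green fluorescent from well-wide comparison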;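 note: median bead fluorescence of bound Bodipy-FL-GTP at 100 nM; 0% = excess unlabeled GTP control and 100% = no compound control; below 100% means less GTP binding so inhibitor and above means activator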
Target sequence (P60953 whole entry, looked up): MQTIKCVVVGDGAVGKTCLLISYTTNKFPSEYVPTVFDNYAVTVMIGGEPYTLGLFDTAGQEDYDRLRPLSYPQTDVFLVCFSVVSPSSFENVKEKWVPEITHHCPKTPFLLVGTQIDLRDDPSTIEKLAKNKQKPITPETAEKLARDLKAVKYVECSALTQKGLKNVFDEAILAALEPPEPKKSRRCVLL
Bim-Bfl-1 = inhibitors of Bim-Bfl-1 interaction, human; Bead-based flow cytometry, Bim-Bfl-1 binding inhibition; inhibition, % at 10 µM; 190,000 compounds, 0.12% hits; AID 1008;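 note: 0% = wells without compound plus tracer and 100% = blocker peptide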
Bcl-W Bim block = disrupts Bim peptide binding to human Bcl-W. AID 952. bead-based flow cytometry. 190,000 compounds, 0.02% hits. inhibition, % at 10 µM. Q92843;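 note: 0% = bound tracer without compound and 100% = peptide blocker; higher means less fluorescent Bim peptide bound to Bcl-W beads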
Target sequence (Q92843 whole entry, looked up): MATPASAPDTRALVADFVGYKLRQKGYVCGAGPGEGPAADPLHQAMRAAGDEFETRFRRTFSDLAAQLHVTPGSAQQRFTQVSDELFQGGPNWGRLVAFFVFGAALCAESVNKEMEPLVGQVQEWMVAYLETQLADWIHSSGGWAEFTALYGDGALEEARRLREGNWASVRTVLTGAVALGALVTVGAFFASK
Bcl-XL Bim block = human Bim-Bcl-XL interaction inhibition; Bim peptide-Bcl-XL binding, bead flow cytometry, fluorescence; inhibition, % at 10 µM; 190,000 compounds, 0.04% hits
Target sequence (Q07817 whole entry, looked up): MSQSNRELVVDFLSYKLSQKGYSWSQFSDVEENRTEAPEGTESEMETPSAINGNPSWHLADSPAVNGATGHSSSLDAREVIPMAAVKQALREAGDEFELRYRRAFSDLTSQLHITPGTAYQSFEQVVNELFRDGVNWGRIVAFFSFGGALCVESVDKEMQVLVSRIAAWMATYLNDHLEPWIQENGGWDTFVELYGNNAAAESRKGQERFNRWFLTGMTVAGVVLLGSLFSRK
Rab7 wt modul = dog Rab7 wildtype GTP binding, inhibitors and activators; 190,000 compounds, 0.055% hits; GST-Rab7 beads, fluorescent GTP binding, flow cytometry; actives lie on both sides; untreated = 100%, excess cold GTP = 0%; GTP binding activity (percent of control), % at 10 µM;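 active = fluorescent GTP binding to Rab7 beads changed by at least 20 points from the 100% baseline, either direction, mostly lower; inconclusive = compound itself probably fluorescent, or too few beads counted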;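 note: median green fluorescence of bound Bodipy-FL-GTP per Rab7 bead population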
Rac1 act GTP bind = modulators of GTP binding to human Rac1 activated mutant; percent activity (GTP binding), % at 10 µM; 190,000 compounds, 0.11% hits; AID 764; GST-Rac1 activated beads, fluorescent GTP binding, flow cytometry; actives lie on both sides; 100% means binding = to untreated wells; P63000;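 active = GTP binding at least 20 percentage points away from the 100% baseline, in either direction, so actives lie on both sides; inconclusive = Compound likely fluorescent itself, or too few beads counted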
Numbers without * were called inactive. Cut-off read from the data, not from the text of the source, unless noted: active = inhibition above about 40%.

How did Cc1ccc(Cn2ccc(NC(=O)c3cc(-c4ccccc4)on3)n2)cc1 do in these assays?
HRas wt GTP bind: 97.0; Rab2A wt mod: 95.0; Bim-Bcl-B: -7.0; Bcl-2 Bim block: -9.0; Rac1 wt modul: 102.0; Cdc42 wt: 98.0; Bim-Bfl-1: -9.0; Bcl-W Bim block: 1.0; Bcl-XL Bim block: -8.0; Rab7 wt modul: 100.0; Rac1 act GTP bind: 96.0

What do the screens show for `CCOc1cc(/C=N/Nc2cccc(C(=O)O)c2)ccc1OC(=O)c1ccccc1`?
HRas wt GTP bind: 93.0; Rab2A wt mod: 90.0; Bim-Bcl-B: -1.0; Bcl-2 Bim block: 0.0; Rac1 wt modul: 93.0; Cdc42 wt: 93.0; Bim-Bfl-1: -2.0; Bcl-W Bim block: 0.0; Bcl-XL Bim block: 0.0; Rab7 wt modul: 94.0; Rac1 act GTP bind: 91.0

How did Cc1ccc2[nH]c(=O)c(CN(CCN3CCOCC3)C(=O)Nc3ccc(F)cc3)cc2c1 do in these assays?
HRas wt GTP bind: 100.0; Rab2A wt mod: 100.0; Bim-Bcl-B: -10.0; Bcl-2 Bim block: -8.0; Rac1 wt modul: 97.0; Cdc42 wt: 100.0; Bim-Bfl-1: -5.0; Bcl-W Bim block: -3.0; Bcl-XL Bim block: -3.0; Rab7 wt modul: 99.0; Rac1 act GTP bind: 97.0

How did CN1/C(=C/C(=S)NC(=O)C2(C)CC2(Cl)Cl)C(C)(C)c2ccccc21 (stereo not given) do in these assays?
HRas wt GTP bind: inconclusive; Rab2A wt mod: inconclusive; Bim-Bcl-B: -6.0; Bcl-2 Bim block: -4.0; Rac1 wt modul: inconclusive; Cdc42 wt: inconclusive; Bim-Bfl-1: -3.0; Bcl-W Bim block: -2.0; Bcl-XL Bim block: -1.0; Rab7 wt modul: inconclusive; Rac1 act GTP bind: inconclusive

What do the screens show for `Nc1ccc2nc(-c3cccnc3)[nH]c2c1`?
HRas wt GTP bind: 93.0; Rab2A wt mod: 92.0; Bim-Bcl-B: 18.0; Bcl-2 Bim block: 10.0; Rac1 wt modul: 91.0; Cdc42 wt: 93.0; Bim-Bfl-1: 4.0; Bcl-W Bim block: 13.0; Bcl-XL Bim block: 16.0; Rab7 wt modul: 95.0; Rac1 act GTP bind: 95.0

Results for COc1ccc(N(C)S(=O)(=O)c2cccc(C(=O)Nc3nc4ccccc4[nH]3)c2)cc1 ?
HRas wt GTP bind: 92.0; Rab2A wt mod: 93.0; Bim-Bcl-B: -9.0; Bcl-2 Bim block: -4.0; Rac1 wt modul: 91.0; Cdc42 wt: 90.0; Bim-Bfl-1: -6.0; Bcl-W Bim block: -2.0; Bcl-XL Bim block: 0.0; Rab7 wt modul: 95.0; Rac1 act GTP bind: 91.0

Results for COCCNc1nc(Cl)c(C#N)s1 ?
HRas wt GTP bind: 101.0; Rab2A wt mod: 100.0; Bim-Bcl-B: -4.0; Bcl-2 Bim block: -5.0; Rac1 wt modul: 103.0; Cdc42 wt: 102.0; Bim-Bfl-1: -2.0; Bcl-W Bim block: -3.0; Bcl-XL Bim block: -3.0; Rab7 wt modul: 98.0; Rac1 act GTP bind: 97.0

How did COc1cc(OC)c(NC(=O)CCNC(=O)Cn2cnc3ccccc3c2=O)cc1Cl do in these assays?
HRas wt GTP bind: 102.0; Rab2A wt mod: 105.0; Bim-Bcl-B: 0.0; Bcl-2 Bim block: -2.0; Rac1 wt modul: 102.0; Cdc42 wt: 104.0; Bim-Bfl-1: 1.0; Bcl-W Bim block: -2.0; Bcl-XL Bim block: -3.0; Rab7 wt modul: 101.0; Rac1 act GTP bind: 102.0

What do the screens show for `CCn1c(SCC(=O)NCCc2ccc(F)cc2)nnc1-c1cccs1`?
HRas wt GTP bind: 101.0; Rab2A wt mod: 101.0; Bim-Bcl-B: -2.0; Bcl-2 Bim block: -3.0; Rac1 wt modul: 102.0; Cdc42 wt: 102.0; Bim-Bfl-1: -1.0; Bcl-W Bim block: -1.0; Bcl-XL Bim block: 0.0; Rab7 wt modul: 100.0; Rac1 act GTP bind: 100.0

What do the screens show for `O=C(NCc1ccco1)c1cnn2c(C(F)(F)F)cc(-c3ccco3)nc12`?
HRas wt GTP bind: 101.0; Rab2A wt mod: 99.0; Bim-Bcl-B: 0.0; Bcl-2 Bim block: -3.0; Rac1 wt modul: 101.0; Cdc42 wt: 103.0; Bim-Bfl-1: 1.0; Bcl-W Bim block: -2.0; Bcl-XL Bim block: -1.0; Rab7 wt modul: 99.0; Rac1 act GTP bind: 99.0

What do the screens show for `O=S(=O)(c1ccc2c(c1)oc1ccccc12)N1CCOCC1`?
HRas wt GTP bind: inconclusive; Rab2A wt mod: inconclusive; Bim-Bcl-B: -10.0; Bcl-2 Bim block: -9.0; Rac1 wt modul: inconclusive; Cdc42 wt: inconclusive; Bim-Bfl-1: -9.0; Bcl-W Bim block: 2.0; Bcl-XL Bim block: -6.0; Rab7 wt modul: inconclusive; Rac1 act GTP bind: inconclusive

Results for CCOC(=O)CSc1nc2cc3c(cc2cc1C#N)OCCO3 ?
HRas wt GTP bind: 95.0; Rab2A wt mod: 93.0; Bim-Bcl-B: -4.0; Bcl-2 Bim block: -2.0; Rac1 wt modul: 99.0; Cdc42 wt: 92.0; Bim-Bfl-1: -2.0; Bcl-W Bim block: -2.0; Bcl-XL Bim block: -1.0; Rab7 wt modul: 93.0; Rac1 act GTP bind: 95.0

3 compounds out of the list, sorted by count of non-hydrogen atoms, rising:
What do the screens show for `O=S(=O)(c1ccc2c(c1)oc1ccccc12)N1CCOCC1`?
HRas wt GTP bind: inconclusive; Rab2A wt mod: inconclusive; Bim-Bcl-B: -10.0; Bcl-2 Bim block: -9.0; Rac1 wt modul: inconclusive; Cdc42 wt: inconclusive; Bim-Bfl-1: -9.0; Bcl-W Bim block: 2.0; Bcl-XL Bim block: -6.0; Rab7 wt modul: inconclusive; Rac1 act GTP bind: inconclusive

Results for CCOC(=O)CSc1nc2cc3c(cc2cc1C#N)OCCO3 ?
HRas wt GTP bind: 95.0; Rab2A wt mod: 93.0; Bim-Bcl-B: -4.0; Bcl-2 Bim block: -2.0; Rac1 wt modul: 99.0; Cdc42 wt: 92.0; Bim-Bfl-1: -2.0; Bcl-W Bim block: -2.0; Bcl-XL Bim block: -1.0; Rab7 wt modul: 93.0; Rac1 act GTP bind: 95.0

How did Cc1ccc2[nH]c(=O)c(CN(CCN3CCOCC3)C(=O)Nc3ccc(F)cc3)cc2c1 do in these assays?
HRas wt GTP bind: 100.0; Rab2A wt mod: 100.0; Bim-Bcl-B: -10.0; Bcl-2 Bim block: -8.0; Rac1 wt modul: 97.0; Cdc42 wt: 100.0; Bim-Bfl-1: -5.0; Bcl-W Bim block: -3.0; Bcl-XL Bim block: -3.0; Rab7 wt modul: 99.0; Rac1 act GTP bind: 97.0

More entries follow.
Results for CCC(=O)NC(=S)Nc1cccc(NC(=O)c2ccccc2C)c1 ?
HRas wt GTP bind: 91.0; Rab2A wt mod: 97.0; Bim-Bcl-B: -3.0; Bcl-2 Bim block: -2.0; Rac1 wt modul: 93.0; Cdc42 wt: 101.0; Bim-Bfl-1: -5.0; Bcl-W Bim block: 1.0; Bcl-XL Bim block: -2.0; Rab7 wt modul: 102.0; Rac1 act GTP bind: 94.0

What do the screens show for `COc1ccc(Cc2nc(C(=O)Nc3ccc(Cl)cc3)cs2)cc1`?
HRas wt GTP bind: 98.0; Rab2A wt mod: 96.0; Bim-Bcl-B: -6.0; Bcl-2 Bim block: -5.0; Rac1 wt modul: 97.0; Cdc42 wt: 99.0; Bim-Bfl-1: -12.0; Bcl-W Bim block: 1.0; Bcl-XL Bim block: 4.0; Rab7 wt modul: 99.0; Rac1 act GTP bind: 96.0

What do the screens show for `Cc1ccc(N=Nc2ccc(O)c3ncccc23)cc1C`?
HRas wt GTP bind: 96.0; Rab2A wt mod: 96.0; Bim-Bcl-B: 0.0; Bcl-2 Bim block: 1.0; Rac1 wt modul: 101.0; Cdc42 wt: 97.0; Bim-Bfl-1: 0.0; Bcl-W Bim block: 4.0; Bcl-XL Bim block: 0.0; Rab7 wt modul: 105.0; Rac1 act GTP bind: 96.0

What do the screens show for `Cc1ccc(S(=O)(=O)N(CC(=O)Nc2ccccc2C(=O)O)c2ccc(Cl)cc2)cc1`?
HRas wt GTP bind: 92.0; Rab2A wt mod: 92.0; Bim-Bcl-B: 0.0; Bcl-2 Bim block: 1.0; Rac1 wt modul: 88.0; Cdc42 wt: 86.0; Bim-Bfl-1: 4.0; Bcl-W Bim block: -6.0; Bcl-XL Bim block: -8.0; Rab7 wt modul: 99.0; Rac1 act GTP bind: 85.0

What do the screens show for `C=CCn1c(SCC(=O)Nc2cc(C)nn2-c2ccccc2)nnc1C1CCCCC1`?
HRas wt GTP bind: 106.0; Rab2A wt mod: 107.0; Bim-Bcl-B: -8.0; Bcl-2 Bim block: -13.0; Rac1 wt modul: 111.0; Cdc42 wt: 104.0; Bim-Bfl-1: -13.0; Bcl-W Bim block: 0.0; Bcl-XL Bim block: -4.0; Rab7 wt modul: 106.0; Rac1 act GTP bind: 105.0

How did Cc1ccc(OC(=O)c2ccccc2P(=O)(O)O)cc1 do in these assays?
HRas wt GTP bind: 101.0; Rab2A wt mod: 99.0; Bim-Bcl-B: -7.0; Bcl-2 Bim block: -9.0; Rac1 wt modul: 99.0; Cdc42 wt: 101.0; Bim-Bfl-1: -15.0; Bcl-W Bim block: -1.0; Bcl-XL Bim block: -13.0; Rab7 wt modul: 101.0; Rac1 act GTP bind: 99.0

How did CSCC(=O)N1CCCC(CO)(Cc2ccccc2C)C1 (stereo not given) do in these assays?
HRas wt GTP bind: 97.0; Rab2A wt mod: 97.0; Bim-Bcl-B: 0.0; Bcl-2 Bim block: -1.0; Rac1 wt modul: 102.0; Cdc42 wt: 98.0; Bim-Bfl-1: -5.0; Bcl-W Bim block: -1.0; Bcl-XL Bim block: 0.0; Rab7 wt modul: 101.0; Rac1 act GTP bind: 98.0

How did CC1CCCCC12NC(=O)N(CC(=O)Nc1ccc(N3CCOCC3)cc1)C2=O (stereo not given) do in these assays?
HRas wt GTP bind: 98.0; Rab2A wt mod: 97.0; Bim-Bcl-B: 22.0; Bcl-2 Bim block: 18.0; Rac1 wt modul: 101.0; Cdc42 wt: 101.0; Bim-Bfl-1: 17.0; Bcl-W Bim block: 13.0; Bcl-XL Bim block: 23.0; Rab7 wt modul: 97.0; Rac1 act GTP bind: 101.0
